mcGAS MS inh – mouse cGAS inhibition by mass spec; Q8C6L5; recombinant mouse cGAS, cGAMP by RapidFire MS; inhibition, % at 12.5 µM; hit rate 0.18% among 130,000; AID 1259397;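 active = inhibition of cGAS enzyme activity at or above 60%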;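 also: enzyme stimulated by 45 bp dsDNA with ATP and GTP substrates; cGAMP share of summed cGAMP plus half ATP and half GTP signals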
Target sequence (Q8C6L5 whole entry, looked up): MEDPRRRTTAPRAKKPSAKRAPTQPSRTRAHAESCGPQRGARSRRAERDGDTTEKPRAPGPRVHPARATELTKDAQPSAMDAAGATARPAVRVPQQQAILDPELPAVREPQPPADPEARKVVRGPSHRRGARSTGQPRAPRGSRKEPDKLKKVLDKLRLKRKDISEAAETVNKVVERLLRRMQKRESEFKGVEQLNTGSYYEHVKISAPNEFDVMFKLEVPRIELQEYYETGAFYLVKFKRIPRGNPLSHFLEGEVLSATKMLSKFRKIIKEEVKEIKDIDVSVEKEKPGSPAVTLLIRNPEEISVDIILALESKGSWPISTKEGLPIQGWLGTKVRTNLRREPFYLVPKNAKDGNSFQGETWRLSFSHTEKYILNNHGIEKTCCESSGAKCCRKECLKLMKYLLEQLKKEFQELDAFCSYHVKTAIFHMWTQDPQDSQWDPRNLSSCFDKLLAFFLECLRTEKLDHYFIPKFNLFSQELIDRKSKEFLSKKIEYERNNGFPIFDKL
Starred values were filed as active, the others as inactive; & = joins results of further samples. An excerpt; rates above refer to the full screens.

mcGAS MS inh | compound
-6 | O=C(O)c1cc(N2CCC(N3CCCC(C(=O)NC4CC4)C3)CC2)nc2ccccc12 (configuration not stated)
-3 | O=C(OC1CCSC1)c1ccncc1Cl (configuration not stated)
2 | COCC1(C(=O)N2CCCCC2CCn2ccnc2C)CCC1 (configuration not stated)
3 | Cc1ccccc1OC1CCN(C(=O)CCc2nnc(C3CCCCC3)o2)CC1
-24 | CC1C(c2ccccc2)OC(c2ccccc2)N1C (configuration not stated)
-8 | CCC(C)c1ccccc1NC(=O)CN1CCSC1=O (configuration not stated)
1 | Cc1c(C(C)NC(=O)c2ccc(Oc3ccccc3)o2)cnn1-c1ccccn1 (configuration not stated)
-8 | OCCCCNCc1c(F)cccc1Cl
-16&1 | O=S(=O)(NCc1ccccc1F)C1Cc2ccccc2C1
4 | O=C(O)c1ccccc1NC(=O)c1sc2ccccc2c1Cl
-2 | CCOc1ccc(OCCCCOc2ccccc2[N+](=O)[O-])cc1
-4 | O=S(=O)(c1cc(F)ccc1F)N1CCN(c2ncnc3ccccc23)CC1
-14 | COc1cccc(CN2CCN(Cc3ccccc3OC(F)F)CC2CCO)c1 (configuration not stated)
69* | CC1Sc2ccccc2N(Cc2ccccc2Cl)C1=O (configuration not stated)
-25 | Cc1cccc(C)c1NC(=O)c1ccc(CN(c2ccccc2)S(C)(=O)=O)cc1
2 | Cn1nc(C(=O)NNC(=O)CCc2ccc3c(c2)OCO3)c2ccccc2c1=O
6 | Cc1cc(C)c(OCC(=O)Nc2ncccc2O)c(C)c1
-1 | CCn1c(SCC(=O)NC2(C#N)CCCC2)nc2ccccc21
12 | O=c1[nH]c2cc3nc(C(F)(F)F)[nH]c3cc2[nH]1
-1 | Cc1ccccc1-c1nnn(CC(=O)N(C)Cc2ccsc2)n1
-8 | COCCN1CC(C(=O)NCC2(c3ccc(OC)cc3)CCCC2)CCC1=O (configuration not stated)
-17 | CN1CCCC1CCn1cnc(-c2ccccc2)c1-c1ccccc1C(=O)O (configuration not stated)
18 | O=C(Nc1ccccc1Oc1ccccc1)c1cc2c(=O)n3ccccc3nc2s1
-4 | COCCN(C)CCCNC(=O)c1sc(C(C)(C)C)nc1C
2 | CC1=C(C(=O)OC2CCCC(C)C2)C(c2ccccc2[N+](=O)[O-])NC(=O)N1C (configuration not stated)
-3 | CCCCN1C(=O)C(=O)N(CC(=O)NC2CCS(=O)(=O)C2)C1=O (configuration not stated)
-1 | Cc1ccc(NC(=O)CN(C)C(=O)c2cc3c(s2)CCCC3)cc1
-44 | CC(C)N1CCN(C(=O)c2ccc(-n3cnnn3)cc2)CC1C (configuration not stated)
4 | CC1C(=O)Nc2ccc(-c3csc(NC(=O)C4CC=CCC4)n3)cc21 (configuration not stated)
0 | O=C(OCc1cc(-c2ccco2)on1)c1cc2ccccc2oc1=O
18 | O=C(O)C1C2C=CC(C2)C1C(=O)Nc1nc(-c2ccc(Cl)s2)cs1 (configuration not stated)
-10 | Cc1cccc(C(=O)Nc2cc(C3CC3)nn2-c2nc(C)c(C)c(=O)[nH]2)c1
0 | CCc1cc(=O)c2c(C)nn(-c3cc(C)cc(C)c3)c2[nH]1
0 | Cn1cnc2c1c(=O)n(Cc1nc(N)nc(N3CCOCC3)n1)c(=O)n2C
-14 | COc1cccc(CN2CCC(O)(c3ccccc3C)C2)c1O (configuration not stated)
-28 | COCc1nnc(C(=O)N2CC[C@@H](c3sccc3C)[C@H](O)C2)o1
0 | CCCNC(=O)c1ccc(Cn2nc(C)c([N+](=O)[O-])c2C)cc1
29 | Cc1ccc(Nc2nc(Nc3ccc(F)cc3)nc3nccnc23)c(C)c1
-34 | Nc1ccc(-c2ccc(F)c(CO)c2)cn1
-2 | COc1ccc(CCN(C)C2CCCN(C(=O)c3cc(CC(C)C)[nH]n3)C2)cc1OC (configuration not stated)
-4 | CN(Cc1cccc2cnccc12)c1ccc(-c2nccn2C)nn1
-13 | Cc1ccc2oc(C(=O)NC3C(=O)Nc4cccc(C)c43)cc2c1 (configuration not stated)
-3 | CCCn1ccnc1SCC(=O)Nc1ccc(N(C)C)cc1
-4 | CSCCCNC(=O)c1cc(N2CCOCC2)nc2ccccc12
-14 | O=C(c1ccc(-n2cnnn2)cc1)N1CCC2(CCCNC2)C1 (configuration not stated)
-12 | Cc1c(C(=S)Nc2ccccc2)cnn1-c1ccc([N+](=O)[O-])cc1
-7 | CN(C)CCO/N=C(/c1ccc(F)cc1)c1cccnc1
-6 | COc1cc(N(C)Cc2nc(-c3ccccn3)no2)ncn1
-7 | COC(=O)c1ccc(CN2C(=O)C(C)ON=C2c2cccc(Cl)c2)o1 (configuration not stated)
-6 | COc1ccc(NC(=O)c2cccnc2C2=NC(C)(C(C)C)C(=O)N2)cc1 (configuration not stated)
-18 | Cc1noc(-c2ccnc(Oc3ccc(CN4CCCC4)cc3C)c2)n1
-23 | Cc1cccnc1CN1CCN(Cc2ccc3nonc3c2)CC1
-7 | Cc1cc(C)n(CCC(=O)N(Cc2ccccc2C)CC2CCCO2)c(=O)n1 (configuration not stated)
-8 | O=C(Cn1cc(C(=O)c2cccs2)c2ccccc21)NC1CCCC1
-16 | CCOc1ncccc1NC(=O)Cc1ccccc1F
1 | O=C(C=Cc1ccc2c(c1)OCO2)NC1=NCCS1
-7 | C=CCNC(=O)c1cc(Cl)ccc1[N+](=O)[O-]
0 | O=C(Cn1ccccc1=O)Nc1ccccc1-c1ccccc1
-6 | N#Cc1ccc(C(=O)N2CCOC(Cc3ccccc3)C2)c(F)c1 (configuration not stated)
-3 | CCCCOc1cc2nc3c4ccccc4n(CCC(C)C)c3nc2cc1OCCCC

Later entries
mcGAS MS inh | compound
-8 | Fc1ccc(C2CC(c3ccc4c(c3)OCO4)Nc3nnnn32)cc1 (configuration not stated)
-4 | Cc1ccc(S(=O)(=O)NC(=O)C2(C)CCN2C(=O)Cc2ccc(C(C)(C)C)cc2)cc1 (configuration not stated)
-3 | Cc1ccc(Cn2nc(C)c(C(=O)Nc3nc4c(s3)CCCC4)c2Cl)cc1
-6 | N[C@@H]1c2ccccc2C2(CCN(C(=O)c3cccc4nccnc34)CC2)[C@H]1O
11 | Cn1c(-c2ccccc2)nnc1C(C#N)C(=O)C1CC=CCC1 (configuration not stated)
-5 | CCNCC(=O)Nc1cc(C(C)(C)C)nn1-c1ccc(Cl)c(Cl)c1
5 | O=C1NC(=O)/C(=C\c2ccc(F)cc2F)S1
-26 | CCCc1nc(C(=O)NCCC2CN(C)CCO2)cs1 (configuration not stated)
-9 | CCCc1cc(C(=O)NCC(C(C)C)N2CCCC2)n[nH]1 (configuration not stated)
5 | S=C(NC1CC1)NC1CCCc2ccccc21 (configuration not stated)
-4 | COc1ccc(OC2CCN(C(=O)C3CC3)CC2)c(C(=O)NCCN2CCOC2=O)c1
-7 | CCCc1cc(CNC(=O)c2ccc(N3CCN(C)C(CC)C3)nc2)on1 (configuration not stated)
-15 | CSc1ccc(S(=O)(=O)N2CCN(Cc3ccc4c(c3)OCO4)CC2)cc1
-7 | CC1=NN(CC(=O)NCC(=O)Nc2cc(F)ccc2C)CC1
1 | COc1ccc2c(c1)[nH]c1c(=O)n(/N=C\C3C(C)C=C(C)CC3C)c(=O)[nH]c12 (configuration not stated)
-6 | CS(=O)(=O)Cc1ccc(NC(=O)c2cscn2)cc1F
-2 | O=C([C@H]1Cc2c([nH]c3ccccc23)CN1)N1CCCC(CO)C1 (some centres not stated)
-4 | Cc1ccc(C)c(-n2cnn(CN3CCN(c4ccccc4O)CC3)c2=S)c1
-10 | CCn1ncc(-c2ccc3c(c2)OCCO3)c1C(=O)OC
-15 | CC(C)c1ccc(C(O)Cn2nc(-c3ccco3)oc2=O)cc1 (configuration not stated)
-1 | O=C(NC1CC(=O)N(Cc2ccccc2)C1)c1cc(F)ccc1F (configuration not stated)
3 | CC1(C(=O)NCc2ccc3c(c2)OCO3)CCN1C(=O)CC1CCCC1 (configuration not stated)
-16 | O=C(CCN1CCCO1)NCc1ccc2sccc2c1
-7&18 | O=C(O)c1ccc(Cn2cc(Br)c([N+](=O)[O-])n2)o1
-33 | Cc1ccc(-n2c(=O)[nH]c3c(C(=O)NCCC4=CCCCC4)cn(C)c3c2=O)cc1
-4 | O=C(C1CCC1)N1CCCC(OCc2ccc(Br)cc2)C1 (configuration not stated)
-1 | Oc1oc(-c2ccccc2)nc1C=Nc1ccccn1
2 | Cc1ccsc1C=C1N=C(c2ccccc2F)OC1=O
-8 | C=C(C)Cn1c(N2CCNCC2)nc2c1c(=O)[nH]c(=O)n2C
-14&-1 | OCC1(CC2CCCCO2)CCN(Cc2ccc3c(c2)Cc2ccccc2-3)CC1 (configuration not stated)
5 | C[C@H](C(=O)Nc1ccc2c(c1)OCO2)N1Cc2ccc(N3CCOCC3)nc2C1=O
8 | COc1ccc(CN2CCNC(=O)C2CC(=O)NCCc2ccccc2OC)c(F)c1 (configuration not stated)
-8 | Nc1ccc(F)cc1-c1nc(CCOc2ccccc2)no1
-1 | CC(C)C(NC(=O)c1ccccc1Cl)C(=O)Nc1cnc2ccccc2c1 (configuration not stated)
-12 | OC(c1cn2cc(-c3ccc(F)cc3)nc2s1)(C(F)(F)F)C(F)(F)F
-7 | Cc1ccc(SCc2cnc(Cl)s2)cc1C
2 | OCC1(CCOc2ccccc2)CCN(Cc2ccc3ccccc3n2)CC1
-7 | Cc1cc(C)nc(NN=Cc2ccc(C)s2)n1
-12 | Cn1c(=O)cc(C(=O)N2CCOC(C(F)(F)F)C2)c2ccccc21 (configuration not stated)
8 | O=S(=O)(Oc1ccc(Cl)c2cccnc12)N1CCOCC1

mcGAS MS inh: what is marked active above
mcGAS MS inh | compound
69* | CC1Sc2ccccc2N(Cc2ccccc2Cl)C1=O (configuration not stated)

Rewritten in CSV form: entries from further up
compound,mcGAS MS inh
Cc1ccc(-n2c(=O)[nH]c3c(C(=O)NCCC4=CCCCC4)cn(C)c3c2=O)cc1,-33
O=C(C1CCC1)N1CCCC(OCc2ccc(Br)cc2)C1 (configuration not stated),-4
Oc1oc(-c2ccccc2)nc1C=Nc1ccccn1,-1

Following part.
mcGAS MS inh | compound
0 | O=c1cccnn1CCNS(=O)(=O)c1cc(C(F)(F)F)ccc1Cl
-20 | Nc1nc(Cl)cc(N2CCCC(c3ncn[nH]3)C2)n1 (configuration not stated)
-4 | O=C(Nn1cnc2c(cnn2-c2ccccc2)c1=O)c1ccc(Br)o1
4 | CNS(=O)(=O)CC1CCCN1C(=O)c1cc2c(s1)CCCC2 (configuration not stated)
-7&-1 | CCn1ncc(S(=O)(=O)N2CC[C@@H](c3ccc4c(c3)OCO4)[C@H](O)C2)c1C
-1 | O=C(c1ccc(NCc2ccncc2)cc1)N1CCC2(CCNCC2)CC1
-9 | c1ccc2sc(N3CCN(Cc4ccc5c(c4)OCO5)CC3)nc2c1
19 | CCC(C(=O)Nc1c(C)nc2c(C)cccn2c1=O)c1ccccc1 (configuration not stated)
-2 | CCCN(CC(=O)Nc1ccc(C#N)cc1)S(=O)(=O)c1cccc(C(F)(F)F)c1
6 | Cn1c(=O)c2c(nc(SCC(=O)NC3CC3)n2C)n(C)c1=O
-20 | CN(Cc1ccncn1)C(=O)c1cnn(Cc2ccccc2)c1
-5 | Cc1cc(CCCCCCc2cc(C)cc(=O)o2)oc(=O)c1
-2 | CCn1ncc(CN2CCCC(C(=O)Nc3cccc(-c4cc5ccccc5[nH]4)c3)C2)c1C (configuration not stated)
1 | Cn1nnc2c(SCC(=O)NC3CCCC3)ncnc21
-2 | COc1ccc(S(=O)(=O)N2CCC3(CC2)OCCN3S(=O)(=O)c2c(C)cc(C)cc2C)cc1
0 | Cc1sc2c(c1C)CN(C1CCCC1)CN2C(=O)c1ccco1
-4 | CCOc1ccc(C2NC(=O)NC3=C2C(=O)N(CCC(C)C)C3)cc1 (configuration not stated)
-2 | Cn1c(=O)c2nc(C(=O)O)c(=O)[nH]c2n(C)c1=O
6 | CSc1oc(-c2cccs2)nc1S(=O)(=O)c1ccc(F)cc1
4 | CSc1cccc(CN2CCN(Cc3ccsc3)C(CCO)C2)c1 (configuration not stated)

3 structures from above, ordered by SMILES length, rising:
mcGAS MS inh | compound
1 | Cn1nnc2c(SCC(=O)NC3CCCC3)ncnc21
4 | CNS(=O)(=O)CC1CCCN1C(=O)c1cc2c(s1)CCCC2 (configuration not stated)
19 | CCC(C(=O)Nc1c(C)nc2c(C)cccn2c1=O)c1ccccc1 (configuration not stated)

Next part.
mcGAS MS inh | compound
-3 | CC(=O)c1ccc(OCC=C(C)C)c(OCC=C(C)C)c1
-6 | Cc1cnc(NC(=O)C2(C)CCN(C(C)C)C2)s1 (configuration not stated)
-6 | Cc1ccccc1C1CCCN(Cc2nc(CC3CC3)no2)C1 (configuration not stated)
-5 | COCCn1c(-c2ccccc2C)nc2c(c(=O)c3ccccc3n2C)c1=O
-16 | O=C(Cn1cnnn1)N1CCc2nnc(CCc3ccccc3)n2CC1
2 | CC(C)c1ccc(NCCn2cccn2)cc1
-11 | C[C@@H]1CN(C(=O)c2nc3sccn3c2CN2CCN(c3ncccn3)CC2)C[C@H](C)O1
0 | CN=c1scc(-c2ccc(OC)cc2OC)n1/N=C(\C)c1ccccn1
-15 | O=S1(=O)CCN2N=C(SCc3cccs3)SC2=N1
-27 | CC(C)CCOc1ncnc2c1sc1nc3c(cc12)COC(C)(C)C3
-16 | CCCN(CC1CC1)C(=S)NC(=O)C1CC1
-15 | CCCCN1C[C@@H](C(=O)O)C[C@H](C(=O)Nc2ccc(C)nc2)C1
-6 | CCOCCn1c(=NC(=O)c2cccc(S(C)(=O)=O)c2)sc2cccc(F)c21
-4 | CC(C)c1cc(NC(=O)C(OC2CCCC2)c2ccccc2)n[nH]1 (configuration not stated)

Arranged by value in mcGAS MS inh (largest number first): some entries from above.
SMILES,mcGAS MS inh
O=C(C=Cc1ccc2c(c1)OCO2)NC1=NCCS1,1
COc1ccc(OC2CCN(C(=O)C3CC3)CC2)c(C(=O)NCCN2CCOC2=O)c1,-4
Cc1ccccc1C1CCCN(Cc2nc(CC3CC3)no2)C1 (configuration not stated),-6
c1ccc2sc(N3CCN(Cc4ccc5c(c4)OCO5)CC3)nc2c1,-9
Cc1c(C(=S)Nc2ccccc2)cnn1-c1ccc([N+](=O)[O-])cc1,-12
CC(C)CCOc1ncnc2c1sc1nc3c(cc12)COC(C)(C)C3,-27
Cc1ccc(-n2c(=O)[nH]c3c(C(=O)NCCC4=CCCCC4)cn(C)c3c2=O)cc1,-33
